Myeloid diff MLP: induction of myeloid progenitor differentiation, primary screen, cell-based, flow cytometry, MLPCN library. ER-HoxA9 myeloid progenitors, lysozyme-GFP differentiation. calls only at 10 µM. 360,000 tested, 1% active. AID 624256, 2012;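 active = normalized GFP-positive differentiation at or above the plate's own cutoff, the solvent-only control mean plus 3 SD; inconclusive = no clear call, values can overlap the other calls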;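 also: cells exposed to compound for four days before flow analysis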
Myeloid diff MLP GFP+ MAC1+ %: recorded beside Myeloid diff MLP, whose call it bears; GFP+ MAC1+ double positive, %; measured here: differentiation confirmed by MAC1 staining
An asterisk follows results filed as active; i = inactive; ? = inconclusive; nt = not tested or not shown; + = active, no number.

Every second line gives: Myeloid diff MLP | Myeloid diff MLP GFP+ MAC1+ %
Cc1ccc(NC(=O)c2ncn(CCCNCc3ccc4c(c3)OCO4)n2)cc1C
    i | 0.5
Cc1occc1C(=O)N/N=C/C1=C(N2CCOCC2)C(=C/c2ccc(Cl)cc2Cl)/CC1
    i | 0.4
CCc1ccccc1NC(=O)CN1CCN(CC(=O)NCc2ccc(Cl)cc2)CC1
    i | 0.8
CNCCC=C1c2ccccc2C=Cc2ccccc21
    i | 6.7
O=C(COC(=O)C1CCN(S(=O)(=O)c2cccs2)CC1)Nc1ccc(F)c(F)c1F
    i | 0.6
Cc1ccc(OCCNC(=O)CCNS(=O)(=O)c2ccc3ccccc3c2)cc1
    i | 0.9
COC[C@@H]1CCCN1c1ccc2c(c1)O[C@H](COCc1ccccc1)CN([C@@H](C)c1ccccc1)S2(=O)=O
    i | 1.6
CCC(c1nnnn1-c1ccc2c(c1)OCCO2)N1CCN(c2ccccc2)CC1 (stereo not given)
    i | 1.2
Cc1ccc(S(=O)(=O)N2C[C@H]3n4c(=O)ccc(=O)n4C[C@H](OC(=O)NC4CC4)[C@@]3(O)C2)cc1
    + | 2.1*
Cc1ccccc1NC(=O)c1cccc(NC(=O)c2c(C(=O)O)cccc2[N+](=O)[O-])c1
    i | 0.6
O=S1(=O)CC(N2CC=CC2)CN1Cc1ccccc1 (stereo not given)
    i | 1.8
CN(C(=O)COC(=O)Cc1ccc(Br)cc1)c1c(N)n(Cc2ccccc2)c(=O)[nH]c1=O
    i | 0.9
Cc1ccc(NC(=O)CCNS(=O)(=O)c2ccccc2)cc1S(=O)(=O)N1CCOCC1
    i | 0.9
CC(OC(=O)c1ccc(-n2cnnn2)cc1)C(=O)N(C)c1ccccc1 (stereo not given)
    i | 0.6
CCN(C(=O)CSc1nnc(-c2ccc3c(c2)OCO3)o1)C1CCS(=O)(=O)C1 (stereo not given)
    i | 0.2
O=C1C[C@H]2CCCCC(=O)N3CC[C@@H](C1)[C@@H]23
    i | 0.1
COc1ccc(CNC(=O)Nc2nc(C(N)Cc3ccc(C(F)(F)F)cc3)cs2)cc1 (stereo not given)
    i | 0.7
COc1cccc(C(=O)Nc2cccc(S(=O)(=O)NC3=NCCC3)c2)c1
    i | 0.3
Oc1cccc(C=NNc2ccccn2)c1
    i | 0.6
O=C(Cn1cc([N+](=O)[O-])ccc1=O)NCC1COc2ccccc2O1 (stereo not given)
    i | 0.3
CN(C)c1ccc(Sc2ccc3nc(N)nc(N)c3c2)cc1
    ? | nt
O=C1NC(=O)C2(N1)C(=O)c1cccc3cccc2c13 (stereo not given)
    i | 1.3
CCCCNC(=O)C1C(c2ccc(C(F)(F)F)cc2)=Nc2ccccc2N1C(=O)c1cccc(C(F)(F)F)c1 (stereo not given)
    i | 3.6
O=C(CN1C(=O)NC2(CCCC2)C1=O)NCCc1ccc(F)cc1
    i | 0.7
CSc1ncnc2c1ncn2CCCNCC(c1ccccc1)c1ccccc1
    i | 0.6
CN(C)Cc1ccccc1-c1cccc2nccn12
    i | 0.9
CC(=O)Nc1cc(-c2ccccc2F)cn2c(-c3cccc(C(F)(F)F)c3)cnc12
    i | 0.7
N#CCc1ccc(OC(=O)c2cccnc2Cl)cc1
    i | 0.5
CCOC(=O)c1ccc(-n2cnc(-c3ccc([N+](=O)[O-])cc3)c2)cc1
    i | 0.8
O=c1ccn2c(n1)SC(c1ccccc1)C2 (stereo not given)
    i | 0.3

Some of the entries above, set out differently.
compound | Myeloid diff MLP | Myeloid diff MLP GFP+ MAC1+ %
CN(C(=O)COC(=O)Cc1ccc(Br)cc1)c1c(N)n(Cc2ccccc2)c(=O)[nH]c1=O | i | 0.9
CCC(c1nnnn1-c1ccc2c(c1)OCCO2)N1CCN(c2ccccc2)CC1 (stereo not given) | i | 1.2

Later entries:
Every second line gives: Myeloid diff MLP | Myeloid diff MLP GFP+ MAC1+ %
COc1ccc(C(C)C)cc1-c1cccc2nncn12
    i | 1.0
CCCCn1c(N(CCOC(C)=O)C(C)=O)nc2ccccc21
    i | 0.9
O=C(NCc1cccc(C(F)(F)F)c1)C1CC(c2ccccc2F)=NO1 (stereo not given)
    i | 0.4
COc1cc2c(C#CCCCO)c(-c3ccsc3)oc(=O)c2cc1OC
    ? | nt
Cc1ccc(NC(=O)c2ccc3c(c2)NC(=O)CS3)nc1
    i | 0.6
CCN(CC)S(=O)(=O)c1cccc(NC(=O)c2ccc(S(=O)(=O)N3CCCC3)cc2)c1
    i | 2.2
COc1ccc(S(=O)(=O)N(C)C)cc1NC(=O)c1ccc2c(c1)NC(=O)C(C)S2 (stereo not given)
    i | 0.4
COc1ccc(C2=NNC(=O)C2(C)Br)cc1 (stereo not given)
    i | 1.7
O=C1NN(c2ccccc2)C(=O)C1=Cc1ccccc1O
    i | 0.4
O=C(N[C@@H](Cc1ccccc1)C(=O)N1CCN(S(=O)(=O)c2ccc(F)cc2)CC1)c1ccco1
    i | 0.9
Cc1c(NS(=O)(=O)c2cccc(C(=O)N3CCC(C(N)=O)CC3)c2)c(=O)n(-c2ccccc2)n1C
    i | 0.7
CC(C)NC(=O)N1Cc2cc(C(=O)NC3CCCC3)nc(-c3cccc(-c4cccnc4)c3)c2[C@@H]1CCO
    i | 0.8
CCN(CC(=O)Nc1ccccc1C(F)(F)F)C(=O)c1cccc(N2C(=O)CCC2=O)c1
    i | 0.9
Cc1cc(F)ccc1C(O)c1ncc(-c2cccc(F)c2)[nH]1 (stereo not given)
    i | 0.8
CCCN(C)C1CN(Cc2cn(Cc3ccc(OC)cc3)nn2)S(=O)(=O)C1 (stereo not given)
    i | 1.3
Cn1c(N)c(C(=O)COC(=O)/C=C/c2cccc(Cl)c2)c(=O)n(C)c1=O
    i | 0.7
COCCNc1nc(Nc2ccccc2Cl)c2sc(-c3ccccc3)cc2n1
    i | 1.3
O=c1c(-c2cccnc2)nc2ccccc2n1C(CCc1ccccc1)c1nc2ccccc2[nH]1 (stereo not given)
    i | 0.8
Cc1ccccc1N1CCN(C2CCCN(C(=O)CSc3ccccn3)C2)CC1 (stereo not given)
    i | 1.3
O=C(CC1CC1)N[C@@H]1CC[C@@H](CCNS(=O)(=O)c2ccc(F)cc2)O[C@@H]1CO
    i | 1.0
O=C(Cn1ccccc1=S)c1ccc(Cl)c(Cl)c1
    i | 0.3
COc1ccc(NC(=O)CSc2nnnn2C2CCCC2)cc1S(=O)(=O)N1CCOCC1
    i | 1.1
COc1ccc(S(=O)(=O)N(C)C[C@H]2Oc3ncc(-c4ccncc4)cc3C(=O)N([C@@H](C)CO)C[C@@H]2C)cc1
    i | 1.5
COc1ccccc1C(=O)N1[C@@H](C(C)C)COc2cc(Br)ccc2S1(=O)=O
    i | 0.8
O=C(CN1C(=O)NC2(CCCC2)C1=O)Nc1cc(S(=O)(=O)N2CCCCC2)ccc1Cl
    i | 0.3
Cc1cccc(N2CCN(C(=O)c3cccc(S(=O)(=O)N4CCOCC4)c3)CC2)c1C
    i | 0.6
CC(=O)Nc1ccc(SCC(=O)Nc2oc(C)c3c(C)n[nH]c(=O)c23)cc1
    i | 1.4
CCc1nc2c(OCc3cc(Cl)cc(Cl)c3)cccn2c1N(C)C(=O)CC(C)C
    i | 0.7
CCCSc1nnc(NC(=O)CSc2nc3[nH]c(=O)cc(O)c3s2)s1
    i | 1.5
CN(Cc1ccccc1)C(=O)[C@@H]1CCCN1C(=O)[C@@H]1CCCN1C(=O)c1cccc(Cl)c1
    i | 1.1

Following part.
Every second line gives: Myeloid diff MLP | Myeloid diff MLP GFP+ MAC1+ %
CCc1cccc(NC(=O)COC(=O)c2c(C)nn(-c3ccccc3)c2C)c1
    i | 1.9
CCN1C(=O)[C@H]2[C@@H](c3ccc(OC)cc3)N[C@]3(CCCN(Cc4ccc(OC)cc4)C3=O)[C@H]2C1=O
    i | 0.6
CN(CC(=O)Nc1ccc(Cl)c(C(F)(F)F)c1)C(=O)CCN1C(=O)C2CCCCC2C1=O (stereo not given)
    i | 0.9
CCCCCCC(=O)Nc1ccc(S(=O)(=O)Nc2onc(C)c2C)cc1
    i | 0.5
CNC(=O)c1[nH]cnc1C(=O)Nc1ccccc1
    i | 0.8
COc1ccc(-c2ccc3c(c2)S(=O)(=O)c2cccc(C(=O)N4CCN(C5CCCCC5)CC4)c2C3=O)cc1OC
    + | 4.7*
COCCNC(=O)C1(C)Cc2c(-c3ccc(N(C)C)cc3)ccnc2O1 (stereo not given)
    i | 0.4
COc1ccc(Br)c(Cn2c(C)c(C(=O)N(C)Cc3ccc(F)cc3)sc2=O)c1
    i | 3.4
Cc1ccc(F)cc1S(=O)(=O)Nc1cccc(C(=O)N2CCCC(C(N)=O)C2)c1 (stereo not given)
    i | 0.8
Cc1c(NC(=O)COC(=O)/C=C/c2cccc(Cl)c2)c(=O)n(-c2ccccc2)n1C
    i | 1.2
Cc1cccc(OCCCC(=O)NNC(=O)c2ccc(F)cc2)c1
    i | 1.6
CC(C)Cn1c(N)c(C(=O)CSc2n[nH]c(N)n2)c(=O)n(C)c1=O
    i | 1.5
O=C(COC(=O)c1ccc2ncsc2c1)Nc1ccccc1Br
    i | 0.6
CCN(CC(=O)Nc1ccc(NC(C)=O)cc1)C(=O)COc1ccc2ccccc2c1
    i | 1.1
O=C(Nc1cc([N+](=O)[O-])c2[nH]c(=O)c3ccccc3c2c1)C(F)(F)F
    i | 2.0
O=C(NCCCN1CCCC1=O)c1ccc(NS(=O)(=O)c2ccccc2)cc1
    i | 0.9
COc1ccc(C(=O)OCC(=O)NC(=O)NC2CCCC2)cc1[N+](=O)[O-]
    i | 0.7
CCc1cnccc1CCC(=O)Nc1ccccc1C
    i | 0.5
CCOC1CCCc2oc(-c3ccc(OC)cc3)c(C(=O)NCCCCO)c21 (stereo not given)
    i | 0.7
COC(=O)[C@@H](Cc1ccccc1)NC(=O)Cn1cc(C)c(=O)[nH]c1=O
    i | 0.7
CCOc1ccc(NS(=O)(=O)c2ccc(C(=O)NCC(c3cccs3)N3CCOCC3)cc2)cc1 (stereo not given)
    i | 0.2
CN(C)CCC1(c2ccccc2)CCN(C)C1=O (stereo not given)
    i | 0.7
CN(CC(=O)Nc1ccc(F)cc1)C(=O)COC(=O)c1ccc(-c2ccccc2)cc1
    i | 1.2
COc1ccc(S(=O)(=O)Nc2ccc3c(c2)C(=O)N([C@H](C)CO)C[C@H](C)[C@H](CN(C)Cc2ccc(C(=O)O)cc2)O3)cc1
    i | 0.3
COc1ccc(CNC(=O)C(C)OC(=O)CCN2C(=O)C3CC=CCC3C2=O)cc1 (stereo not given)
    i | 0.8
O=C(Nc1ccc(S(=O)(=O)C(F)F)cc1)c1ccc2c(=O)n3c(nc2c1)CCC3
    i | 1.6
O=C(Nc1cccc(C(=O)O)c1)/C(=C/c1ccccc1)NC(=O)c1cccc(Br)c1
    i | 0.5
COCCNC(=S)N1CCC(C(=O)c2ccc(F)cc2)CC1
    i | 0.5
O=C(NCc1ccccn1)C1Nc2ccc(OC(F)(F)F)cc2C2C=CCC12 (stereo not given)
    i | 2.3
CN(C)c1ccc(-c2cccc3nccn23)cc1
    i | 1.2

Grouped by structure, the compounds so far containing a furan ring, fused or not
Every second line gives: Myeloid diff MLP | Myeloid diff MLP GFP+ MAC1+ %
Cc1occc1C(=O)N/N=C/C1=C(N2CCOCC2)C(=C/c2ccc(Cl)cc2Cl)/CC1
    i | 0.4
O=C(N[C@@H](Cc1ccccc1)C(=O)N1CCN(S(=O)(=O)c2ccc(F)cc2)CC1)c1ccco1
    i | 0.9
CC(=O)Nc1ccc(SCC(=O)Nc2oc(C)c3c(C)n[nH]c(=O)c23)cc1
    i | 1.4
CCOC1CCCc2oc(-c3ccc(OC)cc3)c(C(=O)NCCCCO)c21 (stereo not given)
    i | 0.7

Later entries.
Every second line gives: Myeloid diff MLP | Myeloid diff MLP GFP+ MAC1+ %
COc1ccc([C@@H]2CC(=O)[C@@H]3CN(S(=O)(=O)c4ccc(C)cc4)[C@H](c4cccc(Cl)c4)C[C@@H]3N2S(=O)(=O)c2ccccc2)cc1
    i | 0.5
Cc1ccc([C@@H]2CC=C(C(=O)O)[C@H](c3ccc(Br)cc3)N2S(=O)(=O)c2ccccc2C)cc1
    i | 0.3
O=C1C=C(C#Cc2ccccc2)C[C@@H](c2ccc(F)cc2)C1
    i | 0.7
O=C(NC(Cc1ccccc1)C(=O)N1CCN(c2ccccc2O)CC1)c1ccccc1 (stereo not given)
    i | 0.9
CCOc1ccc2ncc(S(=O)(=O)c3ccccc3)c(N3CCN(c4ccccc4)CC3)c2c1
    i | 0.4
CN(C(=O)COC(=O)c1cc(=O)[nH]c2ccccc12)C1CCCCC1
    i | 0.8
COCCN(C(=O)CCSc1ccc(F)cc1)c1c(N)n(Cc2ccccc2)c(=O)[nH]c1=O
    i | 1.7
Cc1cccc(NC(=O)c2nc[nH]c2C(=O)NC2CCN(C(=O)OC(C)(C)C)CC2)c1
    i | 1.3
Cc1ccc2c(c1)=N/C(=N\c1[nH]c(O)c3ccccc13)N=2
    i | 0.8
O=C(Nc1ccc2ccccc2c1)C(c1ccccc1F)n1c(=O)c(-c2cc3ccccc3[nH]2)nc2ccccc21 (stereo not given)
    i | 5.5
OC(c1ccccc1)(c1ccccc1)c1nccn1-c1ccccc1
    i | 1.0
C[C@]12C(=O)N(c3ccc(Br)cc3)C(=O)N1[C@H]1c3ccccc3OC[C@@H]1[C@H]2c1ccccc1
    i | 2.5
CC(C)(C)[C@@H]1C=C(C(=O)O)[C@H](c2ccc(Cl)cc2)N1S(=O)(=O)c1ccccc1
    + | 5.9*
O=C(NC1CCCCC1)C(CCc1ccccc1)N1CCc2ccccc2C1 (stereo not given)
    i | 1.2
CC(C)NC(=O)C1(C)CCCCN1Cc1ccc(OCc2ccccc2)cc1 (stereo not given)
    i | 1.4
O=C(CN1C(=O)c2cccc([N+](=O)[O-])c2C1=O)NNC(=O)c1ccc(F)cc1
    i | 0.7
CCOC(=O)C1CCCN(C(=O)c2ccc(C)c(S(=O)(=O)N3CCCCC3)c2)C1 (stereo not given)
    i | 0.3

Source: PubChem (NMMLSC)

A portion of the library; rates above refer to the full screens.
